From PubChem
CHX counter: counter-screen hit for Shiga toxin inhibitors, cycloheximide. cell reporter, cycloheximide protein synthesis inhibition counterscreen. hit rate 12% among 300,000. AID 2314. max response, %; in the data active = max response mostly above about 13%, no sharp cut-off; inactive = mostly below about 14%; also: read at 38.3 µM for the half of the compounds with a filed dose; 0% is about no effect
LmPK inh: LmPK (Leishmania mexicana) enzyme inhibition. hit rate 0.37% among 290,000. Potency, µM (highest dose often 57.5 µM), for inactives: at the top dose activity change, negative = inhibition, actives largely listed as inhibitors. Q27686. purified LmPK, Kinase-Glo ATP luminescence, 1 h. AID 1721; also: potency is read from the fitted curve at half-maximal effect; % is scaled to controls: 0 for no effect and ±100 for the full control effect
Target sequence (Q27686 whole entry, looked up): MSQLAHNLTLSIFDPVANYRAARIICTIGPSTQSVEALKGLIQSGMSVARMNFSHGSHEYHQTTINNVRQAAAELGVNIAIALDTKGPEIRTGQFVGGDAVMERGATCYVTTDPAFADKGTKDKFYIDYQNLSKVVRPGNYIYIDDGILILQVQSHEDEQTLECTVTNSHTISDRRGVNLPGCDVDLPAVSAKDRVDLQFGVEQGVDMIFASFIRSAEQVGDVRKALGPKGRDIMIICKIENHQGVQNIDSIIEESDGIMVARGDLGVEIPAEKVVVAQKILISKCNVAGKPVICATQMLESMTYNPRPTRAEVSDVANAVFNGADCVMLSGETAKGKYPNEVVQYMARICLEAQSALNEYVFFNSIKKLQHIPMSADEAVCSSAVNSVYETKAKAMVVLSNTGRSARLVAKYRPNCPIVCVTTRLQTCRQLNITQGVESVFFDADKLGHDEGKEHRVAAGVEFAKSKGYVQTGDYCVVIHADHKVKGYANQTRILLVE
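Purified LmPK (0.1 nM) with 0.5 mM PEP and 0.1 mM ADP in imidazole buffer pH 7.2 with MgCl2/KCl, 1 h at room temperature. ATP formed was read by luciferase luminescence and normalized to no-enzyme and uninhibited controls.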
Shiga inhibitor: inhibitors of Shiga toxin in Vero cells | Vero cells, Shiga toxin protein synthesis inhibition reporter | inhibition, % at 38.7 µM | hit rate 9.2% among 290,000; in the data active = inhibition mostly above about 28%, no sharp cut-off; inactive = mostly below about 43%; also: 0% is about no effect
Pf growth 96h: inhibits malaria parasite growth, 96 h; P. falciparum luciferase reporter growth, 96 h; Potency, µM (doses to about 28.7 µM), for the others: top-dose activity change, negative = inhibition, usual class: inhibitors; hit rate 6.9% among 320,000; AID 504834; also: potency is read from the fitted curve at half-maximal effect; % is scaled to controls: 0 for no effect and ±100 for the full control effect
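Two-generation exposure (96 h) targets delayed-death phenotype. Reporter parasites carrying integrated firefly luciferase, in red cells at 2% hematocrit and 0.05% parasitemia final, kept at 37 C, 5% CO2; luminescence loss indicates inhibition.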
Pf growth 48h: inhibits P. falciparum growth in the first generation, 48 h | P. falciparum luciferase growth in erythrocytes, 48 h | Potency, µM (highest dose often 28.7 µM), for inactives: at the highest dose activity change, negative = inhibition, hits mostly inhibitors | hit rate 5.9% among 310,000; also: potency is read from the fitted curve at half-maximal effect; % is scaled to controls: 0 for no effect and ±100 for the full control effect
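Luminescence readout; reporter = integrated firefly luciferase in P. falciparum. RBC culture at 2% hematocrit, 0.1% parasitemia final, 37 C/5% CO2; decreased signal taken as growth inhibition.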
Tb PYK inh: blocks Trypanosoma brucei pyruvate kinase. Q57TT1. TbPYK enzyme, Kinase-Glo Plus ATP luminescence, 45 min. Potency, µM (highest dose often 76.8 µM), for inactives: at the highest dose activity, negative = inhibition, usual class: inhibitors. hit rate 0.12% among 410,000. AID 624173; also: potency is read from the fitted curve at half-maximal effect; % is scaled to controls: 0 for no effect and ±100 for the full control effect; nearly all actives have a fitted effect of over 50% in size
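Readout: single end-point luminescence (Kinase-Glo Plus, 10 min). Reaction conditions were TbPYK/substrate plus 130 uM ADP, 45 min at RT, pH 7.2 TEA buffer. No-enzyme wells served as controls, and data were normalized before concentration-response fitting.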
AmpC inh no detg: blocks E. coli AmpC beta-lactamase in detergent-free assay | hit rate 0.52% among 330,000 | Potency, µM (top dose mostly 57.1 µM), for the others: at the highest dose activity change, negative = inhibition, hits mostly inhibitors | AmpC nitrocefin hydrolysis, absorbance 480 nm, 0.0001% Triton;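 also: potency is read from the fitted curve at half-maximal effect; plate controls were no compound for no effect and no enzyme for full effect; nearly all actives have a fitted effect of over 20% in size; some results filed as inactive show a strong effect at the top dose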
Target sequence (P00811 whole entry, looked up): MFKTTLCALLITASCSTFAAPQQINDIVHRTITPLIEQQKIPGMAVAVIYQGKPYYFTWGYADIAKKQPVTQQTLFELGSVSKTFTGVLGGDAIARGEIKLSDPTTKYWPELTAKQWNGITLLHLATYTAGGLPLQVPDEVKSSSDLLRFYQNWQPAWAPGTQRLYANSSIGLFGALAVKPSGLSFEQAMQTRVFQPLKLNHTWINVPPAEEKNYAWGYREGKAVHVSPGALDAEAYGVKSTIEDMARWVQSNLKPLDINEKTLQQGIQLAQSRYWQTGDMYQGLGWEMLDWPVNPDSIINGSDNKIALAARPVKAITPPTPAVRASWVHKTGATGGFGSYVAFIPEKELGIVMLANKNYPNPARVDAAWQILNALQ
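20 mM phosphate pH 7.0 + 0.01% (detergent screen) or 0.0001% Triton X-100; 5.3 nM AmpC reagent; cpd preinc 15 min RT; nitrocefin (800 uM stock) to start; A480 q20 s × 4 min; Activity was normalised to no-enzyme and no-compound control wells.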
An asterisk follows results filed as active; ? = inconclusive; · = no result given; [ ] = dose if it differs, or a comment. Unless noted, calls follow the shape of the dose curve; as a rule, active = well fitted curve in the direction sought with a large enough effect; inconclusive = small, poorly fitted or top-dose-only effect, or another doubt; inactive = no such curve, though single readings can be large; an effect the other way counts as inactive or inconclusive.

SMILES | CHX counter | LmPK inh | Shiga inhibitor | Pf growth 96h | Pf growth 48h | Tb PYK inh | AmpC inh no detg
COC(=O)C1=C(C)N(C)C(=S)NC1c1c(OC)ccc2ccccc12 (stereo not drawn) | -2 | -1% | 24 | ? | ? | 2% | -27%
Cc1ccc(CNC(=O)CN2CCC(C(N)=O)CC2)cc1 | -6 | 1% | -11 | -26% | -6% | 1% | -9%
Cc1cc(Br)c(OCC(=O)NN)c2c1CCC2 | 0 | -4% | 8 | 0% | ? | -1% | 50%
COc1ccc(NC(=O)C2CC(=O)NC3=C2C(=O)CC(C)(C)C3)cc1 (stereo not drawn) | -5 | -3% | -8 | 59%[activator] | 3% | 1% | -19%
COC(=O)c1ccc(C2OCC(C)(C)CO2)cc1 | 49* | 11% | 150* | ? | 250%[activator] | 3% | -7%
CCNc1ccccc(C(=O)/C=C/c2ccc3c(c2)OCO3)c1=O | 24* | -3% | 54 | ? | · | -18% | -37%
Cc1ccc2c(c1)COc1c3ccc(C(=O)NCC4CC4)cc3nn1-2 | 30* | 6% | 54* | 30% | 27% | -2% | -8%
COc1ccc(CN2CCCC(CO)(Cc3cccc(Cl)c3)C2)cc1OC (stereo not drawn) | -2 | 1% | -8 | ? | -19% | 5% | 15%
CCOC(=O)[C@H]1[C@H]2COc3ccc(Br)cc3[C@@H]2N2C(=O)CN(Cc3ccccc3)C(=O)[C@@]12C | · | · | · | ? | ? | -3% | 154%[activator]
Cc1ccc(OCC(=O)Nc2ccc(NC(=O)c3ccccc3)cc2)cc1C | 3 | 4% | -3 | -14% | -8% | -4% | -47%
Nc1nc(COC(=O)CCC(=O)c2ccc(Cl)cc2)nc(Nc2ccccc2)n1 | · | · | · | ? | ? | 0% | -15%
COc1ccc(CCNC(=O)c2ccccc2N(C)S(=O)(=O)c2ccccc2)cc1 | -1 | 0% | 9 | 0% | -24% | -9% | -3%
Cn1c(SCC(=O)NC(=O)CN2CCCC2=O)nnc1-c1ccc(F)cc1 | -7 | 0% | -2 | 50%[activator] | 9% | -8% | -11%
CC1(C)CC(=O)C(N=Nc2ccc(Cl)cc2)=C(O)C1 | -1 | -4% | -2 | 0% | 18% | 40% | -10%
COc1ccc(NC(=O)N2c3ccc(OC)cc3C(C)=CC2(C)C)cc1 | 10 | 3% | 17 | 0% | 14% | -5% | -58%
CCC[C@@H]1CCCO[C@@](C(=O)NCCN2CCOCC2)(C(F)(F)F)C1 | 6 | · | -2 | · | · | -1% | ·
Cc1sc(NC(=O)c2ccc(Cl)s2)c(C(N)=O)c1C | 68* | 2% | 103* | · | 168%[activator] | -8% | -35%
O=C(Nc1nccs1)c1cccc(S(=O)(=O)N2CCOCC2)c1 | -1 | -1% | -13 | ? | 24% | 5% | -16%
COc1cc(OC)c(C=O)c(OC(=O)N2CCOCC2)c1 | -2 | 5% | · | ? | -9% | -2% | -5%
Cc1ccc2oc(=O)c3cc(C(=O)NCCN4CCc5ccccc5C4)sc3c2c1 | -1 | 4% | 1 | ? | 4.7µM* | -5% | 1%
CCc1sc(N)nc1-c1ccccc1 | 11 | -3% | -3 | ? | -1% | -7% | -20%
Cc1nc(N2CCC(C)CC2)c2c(C)c(C(=O)Nc3ccccc3C(F)(F)F)sc2n1 | -8 | 2% | -2 | ? | -24% | 4% | -11%
CC(NC(=O)c1ccc(C(=O)c2ccccc2)cc1)c1ccc(S(N)(=O)=O)cc1 (stereo not drawn) | · | · | · | 32%[activator] | -8% | -4% | -36%
O=C(COC(=O)c1ccc(F)cc1)Nc1ccc(Cl)cn1 | -3 | 3% | -17 | 29% | 5% | -1% | -3%
COc1ccc(N2CCN(S(=O)(=O)c3c[nH]c(=O)[nH]c3=O)CC2)cc1 | · | · | · | 11% | -29% | 2% | -14%
CCOc1ccc(-c2c(C(=O)N/N=C/c3sccc3C)nnn2-c2nonc2N)cc1 | -9 | 8% | -4 | -20% | 0% | 0% | -47%
COc1ccc(NC(=O)CSc2nc3c(oc4ccccc43)c(=O)n2Cc2ccco2)cc1Cl | 16 | · | 35 | · | · | 9% | ·
CCCOc1ccc(Cn2c(C)nc([N+](=O)[O-])c2SCC(O)COC)cc1[N+](=O)[O-] (stereo not drawn) | -4 | 1% | -2 | 10µM* | ? | 1% | 73%[activator]
COc1ccc(CCNC(=O)C2CC=CCC2C(=O)O)cc1 (stereo not drawn) | -3 | 1% | -13 | ? | 5% | -5% | -5%
CCN(CC)S(=O)(=O)c1ccc(NC(=O)c2c(-c3ccccc3)noc2C)cc1 | -4 | -3% | -10 | -1% | -3% | 0% | -14%
O=c1[nH]c(=O)n(C2CCCCCC2)c(O)c1C=NCC1CCCO1 (stereo not drawn) | -3 | -2% | -18 | 11% | 10% | 7% | -7%
COc1ccc(C)cc1NC(=O)Nc1ccccc1SC | 1 | -4% | -1 | -3% | 2% | 3% | -28%
COC(C(=O)NNC(=O)CCc1ccccc1)c1ccccc1 (stereo not drawn) | -3 | -6% | -22 | -39% | -30% | 4% | -8%
COc1ccc2nc(CCN(C)C(=O)C3CCC(=O)N(Cc4cccc(F)c4)C3)[nH]c2c1 (stereo not drawn) | -2 | -6% | -6 | 33%[activator] | 4% | 4% | 4%
Cc1ccc(SCC(=O)OCC(=O)NC(C)c2ccc(Br)cc2)cc1 (stereo not drawn) | 3 | 1% | -10 | ? | 19% | 8% | 36%
Cc1ccc(N(C)C(=O)c2cc(S(=O)(=O)N3CCc4ccccc43)cn2C)cc1 | 1 | 1% | 4 | -21% | ? | 4% | 75%[activator]
Cc1nc(SCC(=O)NC2CCCC2)c2c(C)c(C)sc2n1 | -4 | 6% | 15 | -11% | ? | -5% | -11%
Cc1ccccc1S(=O)(=O)Cc1ccc(C(=O)NCCCN(C)Cc2ccccc2)o1 | 1 | -1% | -6 | ? | ? | 0% | 25%
CCCCn1c(N)c(N(CCC(C)C)C(=O)COC(=O)c2cccnc2Cl)c(=O)[nH]c1=O | · | · | · | 16% | 3% | 2% | -4%
Nc1c(C(=O)NCCc2ccccc2)nnn1Cc1ccc(Cl)cc1 | -1 | 3% | 17 | ? | ? | -3% | -26%
Cc1ccccc1NC(=O)/C(C#N)=C/c1ccsc1 | 25* | 1% | 37* | ? | 1% | 7% | -24%
O=C(O)[C@H]1CCCC[C@H]1C(=O)Nc1ccc(S(=O)(=O)N2CCCCC2)cc1 | -3 | -5% | -11 | 2% | -18% | -2% | -18%
O=C(COc1ccccc1C(=O)NCC1CCCO1)Nc1ccc(Br)cc1 (stereo not drawn) | 18 | -4% | 25 | -6% | -18% | 2% | 32%
COc1ccc(-c2nnn(CC(=O)N(CC(=O)NC3CCCC3)c3cccc(C)c3)n2)cc1OC | -3 | 2% | -4 | ? | ? | 7% | 70%[activator]
COc1ccc(NC2CCCN(C(=O)CCN3CCCC3=O)C2)cc1OC (stereo not drawn) | 1 | 0% | -10 | -5% | 23% | 5% | -15%

Reprinted at random: four compounds from above
SMILES | CHX counter | LmPK inh | Shiga inhibitor | Pf growth 96h | Pf growth 48h | Tb PYK inh | AmpC inh no detg
O=C(O)[C@H]1CCCC[C@H]1C(=O)Nc1ccc(S(=O)(=O)N2CCCCC2)cc1 | -3 | -5% | -11 | 2% | -18% | -2% | -18%
Cc1ccccc1NC(=O)/C(C#N)=C/c1ccsc1 | 25* | 1% | 37* | ? | 1% | 7% | -24%
O=c1[nH]c(=O)n(C2CCCCCC2)c(O)c1C=NCC1CCCO1 (stereo not drawn) | -3 | -2% | -18 | 11% | 10% | 7% | -7%
Nc1c(C(=O)NCCc2ccccc2)nnn1Cc1ccc(Cl)cc1 | -1 | 3% | 17 | ? | ? | -3% | -26%

Additional entries:
SMILES | CHX counter | LmPK inh | Shiga inhibitor | Pf growth 96h | Pf growth 48h | Tb PYK inh | AmpC inh no detg
O=C1NC(=O)C(=Cc2cc([N+](=O)[O-])ccc2N2CCCCC2)C(=O)N1 | -7 | 5% | 36 | 51%[activator] | 24% | 0% | -21%
O=C(NCCCN1CCN(CCCNC(=O)c2ccccc2F)CC1)c1ccccc1F | -2 | -1% | -3 | 2% | 4% | -4% | -2%
CCOC(=O)C1CCCN(S(=O)(=O)Cc2ccccc2)C1 (stereo not drawn) | 2 | 1% | 26 | 21% | 19% | 6% | -16%
CCOC(=S)SCc1cn2ccccc2n1 | 30* | 1% | 42* | -11% | -3% | 7% | -19%
CCOc1ccc(-n2c(N)c(C(=O)NCc3ccco3)sc2=S)cc1 | -2 | 11% | -13 | ? | -6% | -24% | -12%
COc1ccc(N2CC(C(=O)NC3CCCCC3)CC2=O)cc1 (stereo not drawn) | -9 | -2% | 2 | 31%[activator] | 29% | 2% | -7%
CNc1cc([N+](=O)[O-])ccc1N/C=C/C(=O)c1cccs1 | 33* | -2% | 107* | 15% | ? | 1% | -25%
CCOC(=O)C(C)Sc1cnccn1 (stereo not drawn) | -1 | -3% | 10 | 37%[activator] | 4% | 1% | -2%
CC(C)c1ccc(NC(=S)NNC(=O)c2cccnc2)cc1 | 13 | -1% | 19 | 41%[activator] | 30% | -10% | -28%
Cc1ccc2[nH]c3c(=S)nc[nH]c3c2c1 | 8 | -5% | -2 | 8% | ? | -8% | -11%
COC(=O)c1sc(N2C(=O)C(O)=C(C(=O)c3ccc(C)o3)C2c2ccc(OC)c(OC)c2)nc1C (stereo not drawn) | -4 | 0% | 4 | -14% | -9% | 3% | -39%
O=S(=O)(Cc1ccc(Cl)cc1)NCc1ccc2c(c1)OCO2 | -2 | -1% | 3 | ? | 31%[activator] | -14% | -8%
CCOc1ccc(-c2[nH]ncc2-c2ccccc2)c(O)c1 | -4 | -3% | 2 | 7.4µM* | ? | 1% | -48%
Cc1cc(C)c(OCCOCCN(C)C)c(Br)c1 | -2 | -2% | -10 | 10% | 5% | -2% | 10%
CCCc1nnc(NC(=O)CCC(=O)NCc2ccc(Cl)cc2Cl)s1 | -8 | 10% | -6 | 17% | -5% | 0% | -2%
COc1cc(NC(=O)CCc2ccccc2)nc(OC)n1 | 35* | 1% | 48* | 1% | 18% | -14% | ·
COc1ccc(C(c2c(C)n(C)n(-c3ccccc3)c2=O)c2c(C)n(C)n(-c3ccccc3)c2=O)c(OC)c1OC | -3 | -1% | -5 | 10µM* | ? | -15% | 28%
CC(=O)c1ccc(NC2OC(CO)C(O)C(O)C2O)cc1 (stereo not drawn) | -4 | -8% | -2 | 6% | 12% | 2% | -15%
COc1cccc(CNc2nn[nH]n2)c1OC | -1 | 1% | -6 | 15% | -3% | 2% | -7%
O=C(CCn1c(=S)[nH]c2ccccc2c1=O)NCCCN1CCCC1=O | -5 | -1% | -22 | 33%[activator] | 9% | -2% | -7%
CCCCNC(=O)CCCCCNS(=O)(=O)c1ccc(OC)cc1 | -2 | 2% | -1 | 40%[activator] | 5% | -3% | 0%
O=C(c1ccccc1O)N1N=C(C(F)(F)F)CC1(O)c1ccc([N+](=O)[O-])cc1 (stereo not drawn) | -3 | 2% | 12 | -25% | 0% | 1% | -17%
CC(=O)Nc1ccc(N2Cc3ccccc3C2)cc1 | 10 | 1% | 13 | ? | 65%[activator] | -32% | 46%

No enrichment for hits (roughly 22% active in at least one column).
